MITF inh: human MITF inhibition, primary screen. AID 1259374. AlphaScreen MITF homodimerization, bead proximity signal. inhibition, % at 2.6 µM. actives 0.91% (n = 650,000). O75030; in the data active means inhibition above about 50%;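 further: 0% = vehicle wells with protein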
Target sequence (O75030 whole entry, looked up): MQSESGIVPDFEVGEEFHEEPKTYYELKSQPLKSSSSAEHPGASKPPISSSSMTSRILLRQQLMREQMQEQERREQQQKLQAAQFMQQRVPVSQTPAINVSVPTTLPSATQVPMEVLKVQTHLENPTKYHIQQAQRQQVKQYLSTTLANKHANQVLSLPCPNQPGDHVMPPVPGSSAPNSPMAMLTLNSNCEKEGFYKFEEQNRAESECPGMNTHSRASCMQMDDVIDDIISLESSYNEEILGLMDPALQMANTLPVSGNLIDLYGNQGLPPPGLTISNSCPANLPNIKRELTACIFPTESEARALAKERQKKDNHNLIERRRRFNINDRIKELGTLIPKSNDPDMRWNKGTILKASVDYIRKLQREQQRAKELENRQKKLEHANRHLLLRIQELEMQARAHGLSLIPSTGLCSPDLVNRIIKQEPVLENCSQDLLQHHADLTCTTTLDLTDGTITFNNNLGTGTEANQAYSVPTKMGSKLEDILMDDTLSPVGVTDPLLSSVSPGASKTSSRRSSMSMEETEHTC
TEAD-YAP inh: TEAD-YAP interaction inhibition | inhibition, % at 9.12 µM | actives 1.4% (n = 640,000) | AID 1259422 | HEK-TIYL cells, TEAD-Gal4/YAP UAS-luciferase luminescence; in the data active means inhibition above about 32%;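 further: 0% = median of test compound wells and 100% = reference inhibitor wells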
FBW7 activator: human FBW7 E3 ligase activation, primary screen; Q969H0; AlphaScreen FBW7–phospho-cyclin E peptide binding, activator screen; normalized activity (activation), % at 26.1 µM; actives 0.13% (n = 650,000); AID 1259310; in the data active means normalized activity above about 1.9%;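 further: purified mutant Fbw7 with reduced substrate affinity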
GPR151 ag: activates the human receptor GPR151. Q8TDV0. activation, % at 11.2 µM. AID 1508602. actives 1% (n = 650,000). PathHunter beta-arrestin GPR151 cells, luminescence; in the data active means activation above about 4.9%;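 further: 0% = median of compound wells and 100% = cells with positive control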
Target sequence (Q8TDV0 whole entry, looked up): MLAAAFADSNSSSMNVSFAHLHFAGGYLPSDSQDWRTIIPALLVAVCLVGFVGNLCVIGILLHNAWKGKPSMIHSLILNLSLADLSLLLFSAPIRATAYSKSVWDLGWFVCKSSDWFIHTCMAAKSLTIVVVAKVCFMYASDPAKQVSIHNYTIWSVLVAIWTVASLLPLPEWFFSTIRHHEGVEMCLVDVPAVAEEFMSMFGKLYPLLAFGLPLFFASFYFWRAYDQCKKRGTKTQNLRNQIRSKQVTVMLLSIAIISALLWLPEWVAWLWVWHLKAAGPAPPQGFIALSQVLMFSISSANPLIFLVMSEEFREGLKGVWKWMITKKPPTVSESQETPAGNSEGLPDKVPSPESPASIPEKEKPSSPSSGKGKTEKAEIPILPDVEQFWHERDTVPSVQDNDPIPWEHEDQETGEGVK
The depositor's hits bear a star.

SMILES	MITF inh	TEAD-YAP inh	FBW7 activator	GPR151 ag
CN(C(=O)COC(=O)c1ccc(Cl)c(N)c1)C1CCS(=O)(=O)C1 (stereo unspecified)	6.2	-8.1	0.0	0.7
CC(=O)Nc1ccc(Nc2nc(Cl)nc(Nc3ccc(NC(C)=O)cc3)n2)cc1	-22.9	5.0	0.0	0.5
CC(NC(=S)NC1CCCCC1)c1ccncc1 (stereo unspecified)	-13.7	15.6	0.1	-0.2
Cc1ccc(C2C3=C(Nc4ncnn42)c2ccccc2OC3c2cccc([N+](=O)[O-])c2)cc1 (stereo unspecified)	14.9	12.7	0.3	-0.8
CC1=CC(C)C(C2OCCC(C)O2)C(C)C1 (stereo unspecified)	-11.4	3.7	0.1	1.9
OCc1cccc(-c2cnn3ccc(Nc4ccccc4)nc23)c1	2.2	28.8	0.4	-0.3
O=C(O)/C=C/C(=O)Nc1ccccc1SC(F)(F)F	8.7	11.5	0.7	0.3
CCOc1ccc(CCn2c(-c3ccc(OC)cc3)cn3c4c(=O)n(C)c(=O)n(C)c4nc23)cc1OCC	8.3	8.6	0.0	-0.8
CCOc1cc(/C=C2\SC(=Nc3cccc(C)c3C)NC2=O)ccc1O	11.3	4.3	0.0	-0.4
CCCC(=O)NCCNc1cc(OC)nc(OC)n1	-5.9	-9.8	0.0	0.1
Fc1ccc(Br)cc1C1C=C(c2cccnc2)Nc2nnnn21 (stereo unspecified)	11.8	5.1	0.4	0.3
CSC1=NSC2=NC(=O)/C(=C\c3cccc([N+](=O)[O-])c3)C(=N)N12	2.6	-50.3	0.1	-0.2
COc1ccccc1NC(=O)c1cccc2c1SCCC2=O	4.1	-4.5	-0.1	-2.5
C=CCN1CCN(Cc2nnnn2C2CCCC2)CC1	-0.5	6.6	-0.1	0.5
NC(=O)c1c(NC(=O)CN2CCCC2)sc2c1CCCC2	7.1	-4.7	0.0	-0.3
CCN(c1ccccc1)S(=O)(=O)c1ccc(Cl)c(N)c1	0.6	-4.3	0.0	-1.5
Cc1nnc(SCC(=O)NC(=O)NC(C)(C)C)n1N	11.5	5.7	0.0	0.2
O=C(N/N=C/c1cccc(Br)c1)c1cc(-c2ccco2)[nH]n1	9.5	7.2	0.0	0.9
Cc1cc(=O)oc(C)c1C(=O)NCCCN1C(C)CCCC1C (stereo unspecified)	-2.4	9.0	-0.2	-0.5
O=C1N=C(N2CCOCC2)S/C1=C\c1ccccc1O	8.4	-11.3	0.0	0.7
Cc1ccc(OCC(=O)NNC(=O)Nc2ccc3c(c2)OCO3)c([N+](=O)[O-])c1	-5.2	-6.0	-0.2	0.3
CC(=O)c1cccc(-c2nc(Nc3ccccc3)c3[nH]cnc3n2)c1	-3.7	1.2	0.0	4.3
COc1ccc(CCNc2ccc(C(=O)N3CCCCC3)cc2S(=O)(=O)Nc2cccc(C(F)(F)F)c2)cc1OC	-2.2	-0.4	0.6	2.8
O=C(Nc1c2c(nn1-c1ccc(F)cc1)CSC2)c1ccccc1I	10.2	3.2	0.1	2.2
CCC(=O)N(Cc1cc2cc(OC)c(OC)cc2[nH]c1=O)CC1CCCO1 (stereo unspecified)	-2.6	-2.4	-0.1	-0.5
SMILES	MITF inh	TEAD-YAP inh	FBW7 activator	GPR151 ag
O=C(N/N=C/c1ccc(Cl)cc1)c1cccs1	18.5	-44.6	0.1	-2.3
CCC(=O)c1ccc(OC(=O)c2ccccc2[N+](=O)[O-])cc1	-0.3	-0.8	0.1	-1.5
Cc1nn(C)c(C)c1-c1nc(NCCN(C(C)C)C(C)C)c2[nH]cnc2n1	15.5	-6.5	-0.1	0.6
CN(C)S(=O)(=O)c1cccc(C(=O)OCCCC(=O)c2ccc(F)cc2)c1	1.7	-6.9	-0.1	-1.2
CN1C(=O)c2ccc(NC(=O)/C=C/c3ccc(Br)o3)cc2C1=O	14.6	-2.0	0.4	3.8
Cc1sc(NC(=O)C2(C)CC2(Cl)Cl)c(C(N)=O)c1C (stereo unspecified)	0.4	-4.2	0.2	0.7
CC(C)(C)c1ccc(C(=O)NCCc2ccc(S(N)(=O)=O)cc2)cc1	5.5	-4.8	-0.1	0.3
COCCNC(=O)CCSc1nc(-c2ccco2)cc(C(F)(F)F)n1	3.5	4.3	-0.3	3.0
CCN(CC)c1ccc(C(=O)Nn2c(-c3ccc(Br)cc3)nc3ccccc3c2=O)cc1	21.1	-7.1	1.1	0.0
COCC(=O)N1CCN(c2ccc(F)cc2)CC1	15.2	0.5	0.2	-1.1
Cc1cccn2c(=O)c3cc(C(=O)Nc4ccc(Oc5ccccc5)cc4)n(C)c3nc12	-3.5	4.0	0.0	-0.3
COC(=O)c1ccc(CN2CCC(N(C)Cc3cc(C)no3)CCC2=O)cc1 (stereo unspecified)	12.0	-0.6	0.1	-1.0
COC(=O)COc1ccc(/C=C2\C(=O)NC(=O)N(c3ccc(C)c(C)c3)C2=O)cc1OC	0.5	15.0	-0.3	1.1
COc1ccc(CCNc2ncnc3c2nc(N2CCc4ccccc4C2)n3C(C)C)cc1	4.9	15.2	-0.1	2.3
COc1ccc(C(=O)/C=C/Nc2cccc(Cl)c2)cc1OC	8.3	-50.3	-0.1	-0.9
Cn1c(=O)c2c(nc3n(Cc4ccco4)c(-c4ccccc4)cn23)n(C)c1=O	11.1	14.7	0.0	-0.4
CC(C)(C)NC(=O)COc1ccccc1Br	-29.8	-4.5	0.0	-0.8
COc1ccc(/C=N/NC(=O)COc2ccc3ccccc3c2)cc1OC	3.7	-5.8	0.1	-0.7
CCOC(=O)c1c(C)n2c3c(cc(C)cc13)CCC2	2.5	7.5	0.0	0.6
CC1(C)Cc2c(sc3ncnc(NCc4ccccc4)c23)CO1	-9.9	12.0	-0.1	2.0
NNC(=O)c1ccc(COc2ccc(-c3ccccc3)cc2)cc1	-2.8	-16.1	0.0	-0.2
Cc1cc(NC(=O)c2cccc(Br)c2)ccc1-c1cc2ccccc2oc1=O	1.0	8.4	0.2	0.8
CCCn1nnnc1SCC(=O)c1cc(OC)ccc1OC	1.1	-7.0	0.1	-0.3
Cc1ccc(CSc2ncc(CO)n2Cc2ccc3c(c2)OCO3)cc1	3.0	-11.9	-0.2	0.7
CC1=CC=CN2C1=NC(C(F)(F)F)(C(F)(F)F)N=C2c1ccco1	4.1	12.2	-0.1	0.6

Only FBW7 activator (two entries from above):
| SMILES | FBW7 activator |
| --- | --- |
| COc1ccc(CCNc2ncnc3c2nc(N2CCc4ccccc4C2)n3C(C)C)cc1 | -0.1 |
| COc1ccc(C(=O)/C=C/Nc2cccc(Cl)c2)cc1OC | -0.1 |

Remaining list, next part:
SMILES	MITF inh	TEAD-YAP inh	FBW7 activator	GPR151 ag
Cc1nc(C)c(C(=O)Nc2ccccc2C)s1	-5.7	-6.0	-0.1	0.9
N#Cc1c(N)nc2c(c1-c1ccsc1)CCCC2	-10.7	-1.4	0.0	5.0*
COC(=O)c1ccc(COC(=O)CNC(=O)c2ccco2)cc1	13.4	13.4	0.4	3.2
C=CCNC(=O)CC(=O)N/N=C/c1ccc(OCc2ccc(C)cc2)cc1	5.6	-26.7	0.1	0.4
Nc1ncc(-c2occc2C=O)nc1N1CCN(CCO)CC1	17.9	-3.1	0.4	2.1
CCC(C)N1C(=O)C2C(C(=O)Nc3ccc(OC)cc3)C3C=CC2(O3)C1C(=O)NC1CCCCC1 (stereo unspecified)	-8.9	-5.8	0.0	1.9
Cc1ccc(NC(=O)C2CCCN2S(=O)(=O)c2cccc3nsnc23)c(Cl)c1 (stereo unspecified)	20.7	-5.9	-0.4	0.5
CNS(=O)(=O)c1cccc(C(=O)OCC(=O)Nc2cc(C)on2)c1	10.9	3.7	-0.1	2.4
O=C(Nc1ccc(Cl)cc1Cl)c1nn2c(C(F)(F)F)cc(-c3cccs3)nc2c1Br	3.0	-3.4	0.0	-1.5
O=C(c1ccc2c(c1)OCCO2)C1CC1	-4.4	-20.6	-0.1	1.6
COc1cccc(-c2nnc3sc(NC(=O)c4ccc(OC)c(OC)c4)nn23)c1	-1.8	3.1	-0.2	-0.2
O=S(=O)(c1ccc2c(c1)CCCC2)N1CC(c2nc3ccccc3[nH]2)C1	2.0	-2.9	-0.3	1.5
CC1CN(Cc2ccc3ccccc3c2)CC(C)O1 (stereo unspecified)	1.4	0.1	-0.1	0.4
CC1CC(C)CN(CCCNC(=O)CCS(=O)(=O)Cc2ccccc2F)C1 (stereo unspecified)	-0.8	14.4	0.1	-0.5
COc1ccc(NC(=O)CC2SCC(C(=O)O)NC2=O)c([N+](=O)[O-])c1 (stereo unspecified)	13.7	4.8	0.4	-0.2
COCCCNC(=O)Cn1ccc2ccccc2c1=O	8.9	0.0	0.0	2.5
N#Cc1ccccc1COc1ccc(/C=C2\SC(=NCc3ccccc3)N(Cc3ccccc3)C2=O)cc1Br	-1.4	-7.0	0.2	-0.1
Cc1cc(C)cc(NS(=O)(=O)c2cc3c4c(c2)CC(=O)N4CCC3)c1	4.0	3.8	0.0	-0.5
Cc1ccc(NC(=O)CN2C(=O)NC(CC(C)C)C2=O)cc1Cl (stereo unspecified)	1.3	-0.8	-0.1	-0.2
COc1cc(C2SCC(=O)N2CCN2CCCCC2)ccc1O (stereo unspecified)	-14.2	6.2	-0.1	2.7
Cc1cc(C(=O)CN2C(=O)C(=O)c3cc([N+](=O)[O-])ccc32)c(C)o1	12.8	0.6	0.1	-0.3
O=C(COc1cccnc1[N+](=O)[O-])Nc1ccc(F)c(F)c1	-1.1	-25.0	0.0	0.5
CC(C)C(NS(=O)(=O)c1cccc2nsnc12)C(=O)N1CCCCCC1 (stereo unspecified)	-7.2	-2.2	0.0	2.7

Of the compounds above, 14 contain an aryl methoxy group.
SMILES	MITF inh	TEAD-YAP inh	FBW7 activator	GPR151 ag
CCOc1ccc(CCn2c(-c3ccc(OC)cc3)cn3c4c(=O)n(C)c(=O)n(C)c4nc23)cc1OCC	8.3	8.6	0.0	-0.8
CCCC(=O)NCCNc1cc(OC)nc(OC)n1	-5.9	-9.8	0.0	0.1
COc1ccccc1NC(=O)c1cccc2c1SCCC2=O	4.1	-4.5	-0.1	-2.5
COc1ccc(CCNc2ccc(C(=O)N3CCCCC3)cc2S(=O)(=O)Nc2cccc(C(F)(F)F)c2)cc1OC	-2.2	-0.4	0.6	2.8
CCC(=O)N(Cc1cc2cc(OC)c(OC)cc2[nH]c1=O)CC1CCCO1 (stereo unspecified)	-2.6	-2.4	-0.1	-0.5
COC(=O)COc1ccc(/C=C2\C(=O)NC(=O)N(c3ccc(C)c(C)c3)C2=O)cc1OC	0.5	15.0	-0.3	1.1
COc1ccc(CCNc2ncnc3c2nc(N2CCc4ccccc4C2)n3C(C)C)cc1	4.9	15.2	-0.1	2.3
COc1ccc(C(=O)/C=C/Nc2cccc(Cl)c2)cc1OC	8.3	-50.3	-0.1	-0.9
COc1ccc(/C=N/NC(=O)COc2ccc3ccccc3c2)cc1OC	3.7	-5.8	0.1	-0.7
CCCn1nnnc1SCC(=O)c1cc(OC)ccc1OC	1.1	-7.0	0.1	-0.3
CCC(C)N1C(=O)C2C(C(=O)Nc3ccc(OC)cc3)C3C=CC2(O3)C1C(=O)NC1CCCCC1 (stereo unspecified)	-8.9	-5.8	0.0	1.9
COc1cccc(-c2nnc3sc(NC(=O)c4ccc(OC)c(OC)c4)nn23)c1	-1.8	3.1	-0.2	-0.2
COc1ccc(NC(=O)CC2SCC(C(=O)O)NC2=O)c([N+](=O)[O-])c1 (stereo unspecified)	13.7	4.8	0.4	-0.2
COc1cc(C2SCC(=O)N2CCN2CCCCC2)ccc1O (stereo unspecified)	-14.2	6.2	-0.1	2.7
